DNMT1 inh = human DNMT1 methyltransferase inhibitors, primary screen, biochemical, molecular beacon, fluorescence, HinP1I cleavage, uHTS; inhibition (reported as % activation of signal), % at 10 µM; 360,000 compounds, 0.83% hits; in the data active = inhibition above about 50%
Rpn11 inh = Rpn11 (PSMD14) deubiquitinase inhibitors, primary screen, biochemical, fluorescence polarization, uHTS | human 26S proteasome, Ub4-pepOG fluorescence polarization; 20S core pre-blocked with epoxomicin | calls only at 20 µM | 360,000 compounds, 0.59% hits | AID 588493, 2011;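 active = inhibition at 20 µM, scaled to each plate's controls, above about 33%, limit read from the data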
STEP inh = STEP phosphatase inhibitors, primary screen, biochemical, fluorescence intensity, uHTS | Tyrosine-protein phosphatase non-receptor type 5 (Homo sapiens), P54829 | recombinant STEP, OMFP fluorogenic substrate | inhibition, % at 20 µM | 360,000 compounds, 0.25% hits;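 active = inhibition at 20 µM, scaled per plate between control wells, above about 37%, limit read from the data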;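 note: 0% = DMSO with enzyme and substrate and 100% = substrate only without enzyme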
Target sequence (P54829 whole entry, looked up): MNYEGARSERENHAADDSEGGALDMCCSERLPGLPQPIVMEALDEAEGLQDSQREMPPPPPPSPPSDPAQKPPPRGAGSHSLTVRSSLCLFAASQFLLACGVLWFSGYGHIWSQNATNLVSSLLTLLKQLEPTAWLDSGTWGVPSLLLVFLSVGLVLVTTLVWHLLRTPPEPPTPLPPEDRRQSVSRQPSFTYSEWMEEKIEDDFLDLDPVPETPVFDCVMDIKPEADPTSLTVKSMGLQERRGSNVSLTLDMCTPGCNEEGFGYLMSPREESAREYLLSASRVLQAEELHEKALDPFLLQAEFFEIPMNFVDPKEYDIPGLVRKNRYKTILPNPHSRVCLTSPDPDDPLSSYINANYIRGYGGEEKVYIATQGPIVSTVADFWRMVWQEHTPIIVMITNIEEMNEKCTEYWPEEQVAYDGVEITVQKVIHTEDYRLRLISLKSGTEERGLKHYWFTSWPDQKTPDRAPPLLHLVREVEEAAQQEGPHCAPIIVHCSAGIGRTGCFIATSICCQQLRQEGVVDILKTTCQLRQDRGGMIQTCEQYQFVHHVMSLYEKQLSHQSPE
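System: STEP phosphatase, cell-free reaction; Buffer or medium: Bis-Tris pH 6.0 buffer with DTT, detergent; Incubation: 20 min at room temperature, dark; Measured by: fluorescence, 480/540 nm.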
NadD inh = inhibitors of S. aureus NadD, primary screen, biochemical, colorimetric, uHTS. inhibition, % at 20 µM. 360,000 compounds, 0.78% hits. purified NadD enzyme, colorimetric absorbance read-out. Nicotinate-nucleotide adenylyltransferase NadD (Staphylococcus aureus N315); in the data active = inhibition above about 26%; note: some compounds past the cut are filed as inactive
Scp-1 inhibitor = Scp-1 phosphatase inhibitors, primary screen, biochemical, colorimetric, uHTS. 340,000 compounds, 0.88% hits. inhibition, % at 20 µM. Recombinant Scp1, phosphopeptide, malachite green phosphate absorbance;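 active = inhibition above about 50% at 20 µM, limit read from the data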;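 note: plate controls were DMSO wells with enzyme for no effect and wells lacking enzyme for full effect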
Target sequence (Q9GZU7 76-261 limits assumed): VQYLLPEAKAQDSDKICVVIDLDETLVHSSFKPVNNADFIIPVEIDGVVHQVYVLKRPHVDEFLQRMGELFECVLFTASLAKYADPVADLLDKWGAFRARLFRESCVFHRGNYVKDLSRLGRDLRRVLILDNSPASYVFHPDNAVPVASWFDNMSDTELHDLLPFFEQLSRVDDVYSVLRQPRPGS
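System: truncated SCP-1 phosphatase (76-261aa); medium: Tris acetate buffer pH 5.5 with MgCl2 and Tween-20; incubation: 45 min room-temperature reaction, 5 min colour, 30 min stabiliser; compound: single 20 µM dose, 1% DMSO; reagent: Phosphorylated 17-residue peptide substrate; read-out: % inhibition at 20 µM; technique: colorimetric free-phosphate detection, absorbance 630 nm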
SUMO1 PPI mod = modulators of SUMO1 protein-protein interactions, primary screen, biochemical, uHTS; Small ubiquitin-related modifier 1 (Homo sapiens), P63165; SUMO1 binding to a labelled peptide, TR-FRET, 1 h; inhibition, % at 20 µM; 360,000 compounds, 0.33% hits; AID 602429, 2012; in the data active = inhibition above about 37%
Target sequence (P63165 whole entry, looked up): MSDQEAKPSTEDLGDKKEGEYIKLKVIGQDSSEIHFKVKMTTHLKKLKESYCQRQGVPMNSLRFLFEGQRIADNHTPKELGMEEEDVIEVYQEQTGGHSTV
MT1-MMP act inh = blockers of MT1-MMP proenzyme processing, primary screen, HT1080 RFP-PRO-GFP cells, GFP/RFP fluorescence. GFP/RFP ratio change, % at 20 µM. GFP/RFP ratio fluorescence, overnight; percent of plate control window, DMSO zero. 360,000 compounds, 0.061% hits;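 active = GFP/RFP ratio change of at least 30% with cell ATP level not reduced by more than half and red fluorescence within 50% of control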; note: strong numbers were not always called active
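Read-out: GFP/RFP fluorescence ratio; Test system: RFP-PRO-GFP reporter HT1080 cells; Compound dosing: single-point 20 µM compound, 1% DMSO; Times: overnight compound exposure at 37 °C.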
SKN-1 inh = suppressors of acrylamide-induced Pgst-4::GFP reporter in worms, primary screen, SKN-1 inhibitor project, whole organism, uHTS, GFP/RFP fluorescence ratio, strain VP596; C. elegans VP596 Pgst-4::GFP/RFP ratio, 24 h; inhibition, % at 21.8 µM; 360,000 compounds, 0.49% hits;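 active = interference check ratio from 0.5 to 1.5 plus GFP to RFP signal ratio inhibition reaching or exceeding a fixed threshold, cut at about 30% in these data, passing the limit was not always enough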; note: some compounds called inactive have numbers as strong as hits
LMPTP block = LMPTP phosphatase inhibitors, primary screen, biochemical, fluorescence intensity, uHTS. recombinant LMPTP-A, OMFP fluorogenic substrate. 360,000 compounds, 0.22% hits. Low molecular weight phosphotyrosine protein phosphatase (Homo sapiens), P24666. AID 651560, 2012. inhibition, % at 20 µM;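 active = compounds that cut the enzyme signal by at least half of the control window in the single-dose screen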;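 note: plate controls were DMSO wells with enzyme plus substrate for no effect and substrate without enzyme for full effect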
Target sequence (P24666 whole entry, looked up): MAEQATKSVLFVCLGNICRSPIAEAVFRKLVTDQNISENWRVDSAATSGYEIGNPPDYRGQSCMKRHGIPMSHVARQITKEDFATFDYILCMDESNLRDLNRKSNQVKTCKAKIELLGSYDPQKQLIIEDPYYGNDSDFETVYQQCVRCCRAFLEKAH
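Test system – LMPTP-A enzyme · Amount – LMPTP-A at 0.625 nM final in the reaction · Buffer or medium – Bis-Tris pH 6.0, DTT, detergent · Reagent – OMFP 400 µM · Doses – single 20 µM dose · Schedule – reaction 50 min, room temperature, dark · Detection – fluorescence intensity of OMFP turnover product · Evaluation – percent inhibition versus substrate-only and uninhibited controls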
CendR NRP1 mod = modulators of CendR peptide binding to NRP-1, primary screen, biochemical, fluorescence polarization, uHTS; Neuropilin-1 (Homo sapiens), O14786; AID 602438, 2012; inhibition, % at 25 µM; 360,000 compounds, 0.85% hits; FAM-RPARPAR peptide binding to NRP-1;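 active = inhibition or corrected inhibition above about 18%, plus a signal ratio from 0.5 to 1.5, limit read from the data, passing the limit was not always enough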; note: strong numbers were not always called active
* hit, by the source's call; i = inactive; . = not tested or not shown; + = active, no number.

entry	DNMT1 inh	Rpn11 inh	STEP inh	NadD inh	Scp-1 inhibitor	SUMO1 PPI mod	MT1-MMP act inh	SKN-1 inh	LMPTP block	CendR NRP1 mod	mol
1	3	i	-2	4	3	-5	1	-1	0.4	-5	Cn1c(=O)[nH]c(=O)c2c1ncn2CCN1CCOCC1
2	0	i	-3	2	-10	3	0	10	0.8	-1	CCn1c2c(c(=N)c3ccccc31)CCC2
3	1	i	0	-6	6	-14	3	-1	0.2	-20	O=C(Nc1ccc(F)c(F)c1)C1CCN(S(=O)(=O)c2cccc3nonc23)CC1
4	3	i	-4	-3	0	-3	3	-16	-1.6	-12	N/C(=N\OC(=O)C12CC3CC(CC(C3)C1)C2)c1ccncc1
5	2	i	4	3	-11	0	-1	-2	-0.2	-6	Cn1c(=O)c2c(nc(N3CCOCC3)n2Cc2c(F)cccc2Cl)n(C)c1=O
6	-2	i	-1	3	-10	-3	0	-3	-1.1	3	COCc1c(C(=O)OCC(=O)N2CCCC2=O)oc2ccccc12
7	4	i	-1	8	-3	1	1	6	2.3	-6	CC(=O)c1cccc(NC(=O)CC2SC(N3CCCCC3)=NC2=O)c1 (stereo not drawn)
8	2	i	1	-7	-4	-1	0	9	-0.8	-2	Cc1ccc(Cl)c(OC(=O)C2CSC3(C)CCC(=O)N23)c1 (stereo not drawn)
9	0	i	-4	3	.	-21	8	3	-2.3	3	Cn1nnc2c(C(N)=O)ncn2c1=O
10	5	i	-5	0	-1	-1	-4	14	-1.2	-18	Nc1n[nH]c(-c2ccccc2[N+](=O)[O-])n1
11	2	i	6	-13	1	-6	-3	7	-0.9	5	Cc1ccc2oc(-c3ccco3)nc2c1
12	-3	i	-1	9	-5	-4	0	0	-43	-11	O=C(Cc1ccc(Cl)cc1)Nc1ccc2c(c1)C(=O)NC2=O
13	-1	i	-4	5	-5	0	-1	4	1.2	9	CCOC(=O)C1(Cc2ccc(OC)cc2)CCN(C(=O)C2CCCO2)CC1 (stereo not drawn)
14	1	i	1	-1	-4	-1	-8	-23	-1.1	7	CCOC(=O)CSc1nnc(CNC(=O)c2ccc(S(=O)(=O)N3CCCCC3)cc2)n1C
15	-4	i	1	0	-6	-1	-3	-12	1.3	-7	COc1ccc(CN/C=C2\CCCCC2=O)cc1
16	6	i	0	-3	-8	-3	1	3	1.2	8	O=C(CCS(=O)(=O)Cc1ccccc1)N1CCN(Cc2ccccc2)CC1
17	1	i	1	3	-3	-1	5	9	-1.3	8	CC12CCC(C(=O)NCc3ccccn3)(OC1=O)C2(C)C (stereo not drawn)
18	1	i	0	2	9	-4	0	-4	0.8	8	CCCn1c(CCNC(=O)c2ccco2)nc2ccccc21
19	-1	i	-1	1	-4	34	1	12	1.9	2	CCCCN(CCCC)c1nc2ccccc2nc1NS(=O)(=O)c1ccc(NC(C)=O)cc1
20	3	i	-1	24	-1	-1	6	3	-0.4	44*	CCSc1nnc(-c2cnn(-c3ccccc3)c2-n2cccc2)n1C
21	3	i	2	-7	-4	3	1	-2	0.8	2	O=C(CSc1nnc(-c2ccncc2)n1CC1CCCO1)Nc1ccccc1Cl (stereo not drawn)
22	0	i	1	3	1	2	-1	-10	-0.7	9	CC1=C(C(=O)OCc2ccccc2)C(c2ccc(Cl)cc2)NC(=O)N1C (stereo not drawn)
23	8	i	17	1	-2	-1	-7	30	-0.4	9	Fc1ccc(C(c2nnnn2Cc2ccco2)N2CCN(C3CCCCC3)CC2)cc1 (stereo not drawn)
24	0	i	-1	2	-5	2	0	14	-0.2	-10	COC(=O)c1ccc(OC(=O)c2cccnc2SC)cc1
25	-1	i	-3	6	0	3	5	2	-2.1	7	COCCCN(C(=O)Nc1ccccc1)C(C)c1ccncc1 (stereo not drawn)

Next results:
entry	DNMT1 inh	Rpn11 inh	STEP inh	NadD inh	Scp-1 inhibitor	SUMO1 PPI mod	MT1-MMP act inh	SKN-1 inh	LMPTP block	CendR NRP1 mod	mol
26	10	i	5	25	-1	0	-3	-2	2.6	0	CCCCCCCCNc1ccccc1S(=O)(=O)NCc1ccccc1
27	-4	i	2	6	.	-2	3	1	0.5	-17	COc1ccc(-c2cc3nc(C)cc(N4CCN(C(=O)c5ccco5)CC4)n3n2)cc1
28	-8	i	-1	-6	-27	-8	5	4	-0.7	0	O=C(O)c1[nH]c2ccccc2c1NS(=O)(=O)Cc1ccccc1
29	0	i	-3	3	-5	2	-2	7	1.1	-6	Cc1cc(NC(=O)CSc2nc(-c3ccccc3)nc3c2c(=O)n(C)c(=O)n3C)no1
30	-1	i	-2	1	-4	-3	1	-4	2.1	-9	Cc1c(Cl)cccc1N=C1SCCN1C(=O)CN1C(=O)NC2(CCCC2)C1=O
31	2	i	2	-2	1	-1	10	8	-1.7	8	O=C(NCCC1CCCCN1S(=O)(=O)c1ccccc1)C(=O)NCCN1CCOCC1 (stereo not drawn)
32	6	i	-1	-5	-14	3	-3	-8	-1.7	4	C=CCn1c(C(C)NC(=O)COC)nc2ccccc21 (stereo not drawn)
33	6	i	0	-5	-4	29	4	8	-1.0	-2	COc1nc(-c2ccc(Cl)cc2)nnc1C
34	-1	i	-1	0	-1	0	-11	1	0.6	1	O=C(NC1CCCCC1)C(c1ccccn1)N(C(=O)Cc1cccs1)c1ccc(Cl)cc1 (stereo not drawn)
35	1	i	-1	1	-3	1	0	4	-2.7	0	CC1CCCCN1C(=O)CNCc1ccc(F)cc1 (stereo not drawn)
36	3	i	0	1	1	1	6	-1	-2.0	-3	O=C(CSc1nc2ncccc2[nH]1)Nc1ccc2c(c1)OCCO2
37	6	i	2	-3	-1	8	-1	10	-0.8	2	Cc1nc(N2CCN(c3ccccc3F)CC2)[nH]c(=O)c1C
38	0	i	-3	-4	-9	-21	2	-3	-3.3	14	Cc1cccn2cc(CCNS(=O)(=O)c3ccc([N+](=O)[O-])cc3)nc12
39	.	.	.	.	.	-1	-11	1	2.4	14	Cc1ccc(S(=O)(=O)N2[C@H](CC(=O)c3cccc4ccccc34)OC[C@@H]2C(C)C)cc1
40	2	i	-1	-2	-4	1	-3	3	-1.7	20*	Cn1cnnc1SCC(=O)Nc1nc(-c2ccccc2)cs1
41	-1	i	3	1	3	-2	-4	5	0.9	-14	COc1ccc(-c2ccc(C(=O)O)c(=O)[nH]2)cc1
42	1	i	2	-4	-4	-25	0	11	-0.3	4	COc1ccc(C(=O)N2CCCC2(C#N)c2ccccc2)cc1[N+](=O)[O-] (stereo not drawn)
43	0	+	-2	-1	-10	-29	-13	-8	0.8	-43	O=C1NC(=O)C2C1C(c1ccc([N+](=O)[O-])cc1)=NN2Cc1ccccc1 (stereo not drawn)
44	7	i	2	8	0	2	-6	4	-0.5	20	COc1ccc(N2CCN(C(=O)c3ccc(-c4ccccc4)cc3)CC2)cc1
45	1	i	0	-2	-5	3	1	13	-0.5	12	CNC(=O)c1cccc(NC(=O)CCCNC(=O)c2ccc(Cl)cc2)c1
46	3	i	-1	6	0	2	-5	-7	-0.5	8	CCOCCCNC(=O)CN1C(=O)COc2ccc(S(=O)(=O)N3CCC(C)CC3)cc21
47	2	i	5	-3	47	7	0	10	7.5	-6	Cc1ccccc1Cc1c(C)nc2c(C(=O)NCc3ccc4c(c3)OCO4)cnn2c1C
48	-1	i	-2	1	-10	0	5	2	-0.7	13	COc1ccc(NC(=O)N(O)C2(C#N)CCCCC2)cc1
49	-4	i	2	18	-12	-5	2	-4	6.8	-9	CCOc1cc(/C=N/NC(=O)C(O)(c2ccccc2)c2ccccc2)ccc1OC(=O)c1ccco1
50	1	i	1	2	-7	1	-4	7	-1.0	2	CCC1CCCCN1C(=O)c1cc(COc2ccc(-n3cncn3)cc2)on1 (stereo not drawn)

Record cards, from the list above. Order of screens: DNMT1 inh | Rpn11 inh | STEP inh | NadD inh | Scp-1 inhibitor | SUMO1 PPI mod | MT1-MMP act inh | SKN-1 inh | LMPTP block | CendR NRP1 mod
Cc1cc(NC(=O)CSc2nc(-c3ccccc3)nc3c2c(=O)n(C)c(=O)n3C)no1 across the screens: 0 | i | -3 | 3 | -5 | 2 | -2 | 7 | 1.1 | -6
Cc1ccccc1Cc1c(C)nc2c(C(=O)NCc3ccc4c(c3)OCO4)cnn2c1C across the screens: 2 | i | 5 | -3 | 47 | 7 | 0 | 10 | 7.5 | -6

Compounds from the list above with a nitro group on carbon, in the order listed:
entry	DNMT1 inh	Rpn11 inh	STEP inh	NadD inh	Scp-1 inhibitor	SUMO1 PPI mod	MT1-MMP act inh	SKN-1 inh	LMPTP block	CendR NRP1 mod	mol
10	5	i	-5	0	-1	-1	-4	14	-1.2	-18	Nc1n[nH]c(-c2ccccc2[N+](=O)[O-])n1
38	0	i	-3	-4	-9	-21	2	-3	-3.3	14	Cc1cccn2cc(CCNS(=O)(=O)c3ccc([N+](=O)[O-])cc3)nc12
42	1	i	2	-4	-4	-25	0	11	-0.3	4	COc1ccc(C(=O)N2CCCC2(C#N)c2ccccc2)cc1[N+](=O)[O-] (stereo not drawn)
43	0	+	-2	-1	-10	-29	-13	-8	0.8	-43	O=C1NC(=O)C2C1C(c1ccc([N+](=O)[O-])cc1)=NN2Cc1ccccc1 (stereo not drawn)

Reprinted at random: two entries already listed.
entry	DNMT1 inh	Rpn11 inh	STEP inh	NadD inh	Scp-1 inhibitor	SUMO1 PPI mod	MT1-MMP act inh	SKN-1 inh	LMPTP block	CendR NRP1 mod	mol
26	10	i	5	25	-1	0	-3	-2	2.6	0	CCCCCCCCNc1ccccc1S(=O)(=O)NCc1ccccc1
33	6	i	0	-5	-4	29	4	8	-1.0	-2	COc1nc(-c2ccc(Cl)cc2)nnc1C

Compound activity (PubChem BioAssay)
